ER stress surv = ER stress cell death inhibition; CSM14.1 thapsigargin ER stress survival, ATP luminescence; AID 1010; relative survival (cellular ATP), % at 15 µg/mL (by protocol); 0.33% of 48,000 active;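 active means survival measured by cellular ATP above 50% at 15 µg/ml in the first screen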;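 further: cell death triggered by about 15 µM thapsigargin; ATP read 24 h after thapsigargin was added; plate controls were thapsigargin with DMSO for no effect and DMSO without thapsigargin for full effect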
An asterisk follows results filed as active.

Compound	ER stress surv
COc1ccccc1C1/C(=C(\O)c2ccccc2)C(=O)C(=O)N1CCN(C)C (configuration not stated)	1
Cc1ccc(C(=O)Nc2ccc(N(C)C)cc2)o1	-3
COC(=O)c1ccc(/C=C2\C(=O)NC(=O)N(c3cccc(Br)c3)C2=O)cc1	4
O=C(NC(=S)Nc1ccc(Cl)cc1)c1ccccc1	-2
CN(C)c1ccc(C2/C(=C(\O)c3ccccc3)C(=O)C(=O)N2CCCCCC(=O)O)cc1 (configuration not stated)	-2
O=C(NCc1ccccc1)c1ccc2c(c1)OCCO2	5
CC(=O)Nc1ccccc1NS(=O)(=O)c1cccc([N+](=O)[O-])c1	-3
CCOc1ccc(CN2CCN(C(=O)c3ccc([N+](=O)[O-])cc3)CC2)cc1	-2
Cc1ccc(S(=O)(=O)Nc2cc(S(=O)(=O)c3ccccc3)c(O)c3ccccc23)cc1	12
CCn1c2ccc(C(C)=O)cc2c2cc(C(C)=O)ccc21	4
COc1ccc(OCC(=O)Nc2cccc(-c3nc4ccccc4s3)c2)cc1	7
O=[N+]([O-])c1ccc(NCCNCCO)cc1	-1
CCOC(=O)c1c(NC(=S)Nc2ccccc2)sc2c1CC(C)(CC)OC2 (configuration not stated)	11
O=C(Nc1cc(C(F)(F)F)ccc1N1CCOCC1)c1ccc(Cl)c([N+](=O)[O-])c1	-3
O=C1C2=C(NC(=S)NC2c2ccc([N+](=O)[O-])cc2)c2ccccc21 (configuration not stated)	-5
Cc1ccc(OCC(=O)NCc2ccc(F)cc2)c(C)c1	10
Cn1/c(=N/N=C/C=C/c2ccco2)sc2ccccc21	-1
O=C(Cc1ccc(Br)cc1)Nc1ccc(Cl)c(Cl)c1	5
Cc1cc(C)nc(NN2C(=O)/C(=C/c3cccc(Br)c3)SC2=S)n1	15
CC(C)CCNC(=O)c1ccc(Cl)c(Cl)c1	-3
CC(=O)c1cc(-c2ccccc2)[nH]c1N1CCOCC1	5
C=CCC1NC2(CCCCC2)Cc2cc(OC)c(OC)cc21 (configuration not stated)	-3
O=C(NC(=S)NCc1ccccn1)c1ccc([N+](=O)[O-])cc1	8
CCCCOc1ccc(C(=O)Nc2cc(-c3nc4ccccc4o3)ccc2OC)cc1	6
Cc1ccc(/C=C/C(=O)Nc2cccc(Cl)c2C)o1	-3
Cc1ccc(NC(=O)COc2ccc3ccccc3c2)c([N+](=O)[O-])c1	4
O=C(c1ccc(Br)cc1)N1CCN(c2ccccn2)CC1	-3
CCOC(=O)c1[nH]nc2c1C(=O)N(c1ccc(Br)cc1)C2=O	13
Cc1cc(Cl)ccc1OCCCC(=O)NO	3
Cc1cccc(N2CCN(C3=NC(=O)/C(=C/c4ccc(-c5cccc([N+](=O)[O-])c5)o4)S3)CC2)c1	1
CCOc1ccc(C(=O)Nc2ccc(Br)cn2)cc1Cl	6
COc1ccc(CC(=O)NC2CC(C)(C)NC(C)(C)C2)cc1OC	4
Cc1ccc(C2/C(=C(/O)c3ccccc3)C(=O)C(=O)N2CC2CCCO2)cc1 (configuration not stated)	-4
COC(=O)c1cc(C(=O)Nc2ccccn2)cc([N+](=O)[O-])c1	8
Cc1ccc(S(=O)(=O)/N=C(/NC(=S)N2CCOCC2)c2ccccc2)cc1	6
CCOC(=O)c1cc2c(nc1NC(=S)Nc1ccccc1)CC(C)(C)OC2	7
COc1ccc(OCCCCn2ccnc2)cc1	0
O=C(CSc1ncccn1)N/N=C/c1ccccc1O	2
O=C(CSc1nc2ccccc2o1)c1cccc([N+](=O)[O-])c1	8
CCc1c(C)sc(NC(=O)CCc2ccc(OC)cc2)c1C(=O)OC	-1
CCOc1ccc(C(=O)COC(=O)CC)cc1	13
Cc1cccc(N2C(=O)NC(=O)/C(=C\c3cc(Br)c(O)c([N+](=O)[O-])c3)C2=O)c1	-1
O=C1NC(=O)N(c2ccc(Br)cc2)C(=O)/C1=C/c1ccc2c(c1)OCO2	-1
CCN(CC)CCOCCOCCN(CC)CC	15
Cc1ccc2nc(-c3ccc(-c4ccccc4)cc3)oc(=O)c2c1	11
Cc1cc2nc3s/c(=C\c4cc5c(cc4[N+](=O)[O-])OCO5)c(=O)n3c2cc1C	6
COc1cc(NC(=O)CSCc2ccc(Cl)cc2Cl)c(C(=O)O)cc1OC	0
COc1ccc(CN2CCN(Cc3ccc(C)cc3)CC2)c(OC)c1OC	0
CC(=O)c1cccc(NC(=O)Nc2ccc(Cl)cc2)c1	4
COc1ccc(C2/C(=C(\O)c3ccc(F)cc3)C(=O)C(=O)N2CCCCCC(=O)O)cc1OC (configuration not stated)	-2
O=[N+]([O-])c1ccc2oc(-c3ccccc3)nc2c1	4
C=CCn1c(SCC(=O)N2CCCCC2)nc2sc3c(c2c1=O)CCCC3	13
O=C(Nc1ccccc1)Nc1nnc(-c2ccc(Br)cc2)s1	9
O=c1[nH]c(=O)n(Cc2ccccc2)cc1F	4
COC(=O)c1cc(-c2ccc(N)cc2)nc2ccccc12	6
O=C1CC(N2CCN(C(c3ccccc3)c3ccccc3)CC2)C(=O)N1c1cccc(Br)c1 (configuration not stated)	6
O=C(c1cc(F)c(F)cc1Cl)N1CCN(c2ccc([N+](=O)[O-])c3cccnc23)CC1	5
COc1ccc(C(=O)N=Nc2c(O)n(CN3CCCC3)c3ccccc23)cc1	0
Cc1ccc(S(=O)(=O)Nc2cc(C(=O)O)cc(C(=O)O)c2)cc1	-3
COc1ccc2c(C)c(Cl)c(=O)oc2c1	0

Next records.
Compound	ER stress surv
O=C(NCC(O)CNC(=O)C(F)(F)C(F)(F)F)C(F)(F)C(F)(F)F	3
Cc1cc(Br)ccc1N1C(=O)/C(=C/C=C/c2ccccc2)C(=O)NC1=S	6
CCOC(=O)c1c(NC(=O)/C=C/c2cccs2)sc(C)c1C	6
CCc1ccc(N2C(=O)NC(=O)/C(=C\c3ccc(O)c(OC)c3)C2=O)cc1	9
Cc1cccc(Cc2cnc(NC(=O)CCCN3C(=O)/C(=C/c4ccccc4)SC3=S)s2)c1	16
Cc1ccc(OCCSc2nc3ccccc3n2CCO)cc1	9
N/C(=N/c1nc2ccccc2o1)NC(=O)Cc1ccccc1	2
O=C(CN1C(=O)/C(=C/c2ccccc2F)SC1=S)Nc1cccc(O)c1	0
O=C(O)CCC(=O)NNc1ccccc1[N+](=O)[O-]	-4
Brc1ccc(OCCCCN2CCOCC2)cc1	-4
COc1cccc(/C=C2\SC(=Nc3cccc(Cl)c3Cl)NC2=O)c1	0
CCN(CC)C(=O)N1c2ccccc2C=Cc2ccccc21	9
CCOc1ccc(NC(=O)c2ccccc2NC(=O)c2ccccc2)cc1	2
OCc1ccc(-c2cc(C(F)(F)F)cc(C(F)(F)F)c2)o1	-3
CCCC(C)NC(=O)c1ccc(C)c([N+](=O)[O-])c1 (configuration not stated)	0
CCOc1ccc2nc(SCC(N)=O)sc2c1	5
O=C1NC(=O)N(c2ccc(Br)cc2)C(=O)/C1=C\C=C\c1ccco1	1
Cc1cc(/C=N/NC(=O)CC#N)c(C)n1-c1cc(Cl)ccc1Cl	6
O=C(Nc1nc(-c2ccc(Cl)cc2)cs1)c1ccc2c(c1)OCO2	13
COc1cc2c(cc1C)/C(=N/OC(=O)c1ccc(OC)c([N+](=O)[O-])c1)CCC2	9
COc1ccc(OC)c(N2C(=O)NC(=O)C(=Cc3ccc(C)o3)C2=O)c1	3
O=C(NC(=S)N1CCOCC1)C12CC3CC(CC(C3)C1)C2	6
Cn1/c(=N/N=C/c2cc([N+](=O)[O-])ccc2O)sc2ccccc21	-3
Cc1c(NC(=O)Nc2cc(F)c(F)cc2Cl)c(=O)n(-c2ccccc2)n1C	1
Fc1ccccc1CSc1nnnn1-c1ccccc1F	-2
CCN(CC)C(=O)CCc1ccccc1	0
COc1ccccc1NC(=O)c1c(NC(=O)C(Cl)(Cl)Cl)sc2c1CCC2	5
CCOC(=O)C1CCN(C(=O)C(O)(c2ccccc2)c2ccccc2)CC1	4
COC(=O)c1ccc(NC2=C(Cl)C(=O)c3ccccc3C2=O)cc1	7
Cc1c(Cl)cccc1N1C(=O)CC(Sc2ncn[nH]2)C1=O (configuration not stated)	-7
O=C(O)COc1ccccc1/C=N/NC(=O)COc1c(Br)cc(Br)cc1Br	-7
Cc1ccc(NC(=O)c2c(-c3ccccc3)noc2C)cc1C	4
CCN1C(=O)/C(=C\c2ccc(-c3ccc(C(=O)O)cc3)o2)SC1=S	8
O=C(/C=C/c1ccccc1)NC(=S)Nc1cccc(NC(=O)c2cccc(Cl)c2)c1	10
CCn1c(/N=C/c2c(O)ccc3ccccc23)nc2ccccc21	-10
CCCCOc1ccc(NC(=O)COc2ccc(C)cc2C)cc1	12
Nc1nnc(CCS(=O)(=O)c2ccc3ccccc3c2)s1	2
CC(C)C1=NN2C(=N)/C(=C/c3ccccc3OCc3ccc(F)cc3)C(=O)N=C2S1	3
O=C(N/N=C/C(Br)=C/c1ccccc1)C(O)c1ccccc1 (configuration not stated)	-7
O=C(Nc1ccc(Br)cn1)c1ccc(Oc2ccccc2)cc1	-1
O=C(Nc1ccc2c(c1)OCCO2)c1cc2ccccc2o1	-4
Cc1onc(-c2ccccc2Cl)c1C(=O)Nc1ccc2ccccc2c1	8
Cc1oc(C(N)=O)cc1COc1ccccc1C(N)=O	2
CCCCNCCCCCOc1cc(C)ccc1C	-16
COc1ccccc1/C=C/C(=O)NCC(=O)N/N=C(/C)c1ccccc1	10
C=CCn1c2ccccc2c2nnc(SCC(=O)N=C3NC(=O)CS3)nc21	7
CC(C)(C)c1cc(Br)ccc1OCC(=O)Nc1ccc(F)cc1	7
CCCc1ccc(OCC(=O)Nc2cc(S(=O)(=O)CC)ccc2O)cc1	4
COc1cccc(NC(=O)C2C(c3ccccc3)C2(Cl)Cl)c1 (configuration not stated)	9
Cc1ccc(C(C)C)c(COCC(O)CN2CC(C)CC(C)C2)c1 (configuration not stated)	-3
CCCCN1C2=NCCCN2c2ccccc21	3
Cc1ccc(C2Nc3ccc(C(=O)c4ccccc4)cc3NC3=C2C(=O)CC(C)(C)C3)o1 (configuration not stated)	0
COCCCNCCOCCOc1cccc(OC)c1	-4
N#CC(C#N)=Cc1c[nH]c(=O)c(C#N)c1Nc1ccccc1	-2
COc1ccc(OC)c(NC(=O)CN(c2cc(C)cc(C)c2)S(=O)(=O)c2ccccc2)c1	7
CCCCOc1ccc(NC(=O)CSCC(=O)OCC)cc1	-2
COC(=O)C1=C(C)N=c2s/c(=C/c3cccc([N+](=O)[O-])c3)c(=O)n2C1c1ccc(OC(C)=O)cc1 (configuration not stated)	5
O=c1[nH][nH]c(=O)c2cc(Oc3ccc([N+](=O)[O-])cc3)ccc12	9
FC(F)(F)c1ccccc1CN1CCN(C2CCCCC2)CC1	-6
CC1=C(C(=O)OCCc2ccccc2)C(c2ccc(Cl)cc2Cl)CC(=O)N1 (configuration not stated)	-1

Remaining list, next part:
Compound	ER stress surv
Cc1ccc(NC(=O)c2ccc(OCC(C)C)cc2)c(C)c1	-3
C=CCc1ccccc1OCCOc1c(Br)cc(/C=N/n2cnnc2)cc1OC	14
CCC(=NCCc1ccccc1)C1=C(O)CCC1=O	16
O=C(Nc1cccc(Br)c1)c1ccccc1	4
O=C(CN1C(=O)c2cccc([N+](=O)[O-])c2C1=O)Nc1nc(-c2ccccc2)cs1	11
COC(=O)C1=C(C)N(C)C(C)=C(C(=O)OC)C1c1cccs1	0
O=C(O)c1ccccc1C(=O)Nc1ccc2c(c1)C(=O)c1ccccc1C2=O	-2
Cc1nc2cc(-c3cccc(Cl)c3)[nH]n2c(=O)c1Cl	0
Cc1cc(-c2cc(Cl)ccc2O)n[nH]1	3
Cc1ccc(SCCNC(=O)CN(c2cccc(Cl)c2)S(=O)(=O)c2ccccc2)cc1	5
Cc1ccc(OCCn2c(SCC(N)=O)nc3ccccc32)cc1	7
O=C(Nc1ccc(F)cc1)N1CCc2ccccc21	-12
COc1ccc(NC(=O)c2cc3nc(-c4ccc(Cl)cc4)cc(C(F)(F)F)n3n2)cc1OC	5
Cc1cccc(OCCn2c(N)nc3ccccc32)c1	-4
O=C(CSc1nc2ccccc2o1)Nc1ccccc1	18
O=C(N/N=C\c1cc([N+](=O)[O-])ccc1N1CCCC1)c1ccccn1	-4
Oc1c(Br)cc(/C=N/Nc2nc3ccccc3s2)c(O)c1Br	16
CCOC(=O)C1=NN(C(=O)c2ccc([N+](=O)[O-])cc2)C(O)(C(C)(C)C)C1 (configuration not stated)	3
COc1ccc(N2C(=O)NC(=O)/C(=C/c3ccc(O)c([N+](=O)[O-])c3)C2=O)cc1	-4
COC(=O)c1ccc(NC(=S)NC(=O)/C=C/c2ccc(C)cc2)cc1	8
O=c1[nH]c(=O)n(-c2ccc(F)cc2)c(O)c1C=Nc1ccc2c(c1)OCO2	-3
Cc1nc2c([N+](=O)[O-])cc(Br)cc2c(=O)[nH]1	2
CCC(=O)c1ccc(Br)cc1[N+](=O)[O-]	2
Fc1ccc(-c2cn3ccccc3n2)cc1	-8
Cc1cc(/C=C(\C#N)C(=O)NCC2CCCO2)c(C)n1-c1ccc(Br)cc1 (configuration not stated)	3

An excerpt; rates above refer to the full screens.
